# From PubChem BioAssay
# HEK293 tox = cytotoxicity in counter-screen for GLP-1R inverse agonists. Potency, µM (series often up to 38.3 µM), for the others: at the top dose activity change, negative = inhibition, actives largely listed as inhibitors. AID 624418. hit rate 0.13% among 410,000. HEK293 cAMP-luciferase reporter cells, luminescence, 24 h;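 note: loss of luciferase light is scored as toxicity; potency is the fitted concentration of half-maximal effect; % is set by controls: 0 for no effect and ±100 for the full control effect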
#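 Compound-treated cells are incubated 24 hr at 37 deg C under 5% CO2 after a 12 hour attachment period, then luciferase detection reagent is added and luminescence is measured following 12 min at room temperature; lowered signal indicates toxicity.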
# GLP1R ag = GLP-1 receptor (human) agonism; hit rate 0.007% among 380,000; Potency, µM (titrated, usually from 45.6 µM), inactives show at the top dose activation, actives largely listed as activators; P43220; HEK293 GLP-1R CRE-luciferase, luminescence, 4-6 h; cells express a hypersensitive GLP-1R form; note: potency is the fitted concentration of half-maximal effect; % of control where 0% means no effect
# Target sequence (P43220 whole entry, looked up): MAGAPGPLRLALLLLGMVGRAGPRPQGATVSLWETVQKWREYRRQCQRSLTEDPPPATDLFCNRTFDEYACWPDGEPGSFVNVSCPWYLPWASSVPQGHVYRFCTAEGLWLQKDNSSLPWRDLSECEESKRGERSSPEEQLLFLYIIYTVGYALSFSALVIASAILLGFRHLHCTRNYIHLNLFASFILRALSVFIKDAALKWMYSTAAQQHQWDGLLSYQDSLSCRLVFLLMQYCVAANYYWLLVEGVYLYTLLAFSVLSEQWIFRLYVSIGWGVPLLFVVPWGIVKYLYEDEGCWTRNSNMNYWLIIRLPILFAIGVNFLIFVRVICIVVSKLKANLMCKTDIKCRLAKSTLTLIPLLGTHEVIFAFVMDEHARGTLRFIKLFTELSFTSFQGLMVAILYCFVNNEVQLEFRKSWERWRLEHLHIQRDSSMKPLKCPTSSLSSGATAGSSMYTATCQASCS
# PTHR1 agonist = PTHR1 (human) receptor agonism | Q03431 | HEK293 GP2 PTHR1 cells, GloSensor cAMP luminescence, 1 h | Potency, µM (series often up to 115 µM), for inactives: at the highest dose activation, usual class: activators | hit rate 0.075% among 410,000; note: potency is the fitted concentration of half-maximal effect; nearly all actives have a fitted effect of over 55% in size; some results filed as inactive show a strong effect at the top dose; inactives centre near -15; many of its hits are not listed in these tables
# Target sequence (Q03431 whole entry, looked up): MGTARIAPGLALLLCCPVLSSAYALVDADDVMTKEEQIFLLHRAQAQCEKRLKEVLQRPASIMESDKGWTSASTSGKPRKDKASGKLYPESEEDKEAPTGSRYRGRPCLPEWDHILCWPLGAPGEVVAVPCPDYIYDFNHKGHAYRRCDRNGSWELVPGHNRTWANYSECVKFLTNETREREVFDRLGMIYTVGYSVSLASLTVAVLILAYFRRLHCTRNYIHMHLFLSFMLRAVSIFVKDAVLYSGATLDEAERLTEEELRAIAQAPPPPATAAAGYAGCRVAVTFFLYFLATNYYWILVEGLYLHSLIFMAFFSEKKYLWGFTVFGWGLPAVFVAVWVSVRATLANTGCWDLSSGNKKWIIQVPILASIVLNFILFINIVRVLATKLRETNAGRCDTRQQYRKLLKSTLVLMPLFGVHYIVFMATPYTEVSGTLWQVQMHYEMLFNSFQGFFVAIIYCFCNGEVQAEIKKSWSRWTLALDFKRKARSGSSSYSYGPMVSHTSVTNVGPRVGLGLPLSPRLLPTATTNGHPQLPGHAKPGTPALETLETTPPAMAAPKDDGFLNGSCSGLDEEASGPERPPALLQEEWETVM
#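 HEK-293-derived GP2 cells expressing PTHR1 and a GloSensor cAMP reporter, 3,000/well, plated overnight, given luciferin plus IBMX (each 0.5 mM as added) for 1 h at 37 °C, then compound for 1 h at 37 °C. Luminescence was read after 15 min at room temperature.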
# KB-V1 MDR tox = KB-V1 MDR subline cytotoxicity; KB-V1 MDR cells viability, CellTiter-Glo, 72 h; hit rate 3.4% among 400,000; Potency, µM (series often up to 46.1 µM), for inactives: at the top dose activity change, negative = cytotoxicity, actives largely listed as cytotoxic; AID 1347076; note: potency is the fitted concentration of half-maximal effect; % is set by controls: 0 for no effect and ±100 for the full control effect; nearly all actives have a fitted effect of over 60% in size
#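 Compound-treated KB-V1 multidrug-resistant cells, 72 h, 37 degrees C; viability by CellTiter-Glo. Fitted qHTS curves give the values.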
# D3 ag = D3 dopamine receptor (human) agonism | P35462 | D3R DiscoveRx beta-arrestin cells, luminescence, 90 min | max activation, % | hit rate 0.58% among 410,000 | AID 652048; in the data active = max activation above about 30%; note: 0% is about no effect; mostly tested at two doses, the higher about 12 µM
#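 Agonist mode: compounds and dopamine controls were applied to plated cells for 90 min at 37 degrees C after an overnight attachment at 1500 cells/well. Luminescent read-out followed 30 - 60 minutes at room temperature with DiscoveRx detection reagent.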
# TDP43 rescue = TDP-43 toxicity inhibition in yeast; TDP-43 expressing yeast growth rescue, BacTiter-Glo, 24 h; Potency, µM (series often up to 46.1 µM), for the others: top-dose growth rescue (activation), hits mostly activators; hit rate 1.8% among 410,000; AID 652104; note: potency is the fitted concentration of half-maximal effect; % of control where 0% means no effect; nearly all actives have a fitted effect of over 50% in size
#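 Cell-based yeast growth screen: TDP-43 expression induced in galactose, inoculum OD600=0.02 after raffinose pregrowth to mid-log. Read-out BacTiter-Glo luminescence at 24 hr, 30 deg C; inhibition of toxicity seen as signal increase.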
# DRD3 antagonist = D3 dopamine receptor (human) antagonism; max response, negative = inhibition, %; AID 652054; D3R cells, DiscoveRx beta-arrestin luminescence, antagonist mode; active compounds read low; hit rate 2.5% among 360,000; in the data active = max response below about -50%; inconclusive = no clear call, values can overlap the other calls; note: % is set by controls: 0 for no effect and ±100 for the full control effect; mostly tested at two doses, the higher about 12 µM
#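 Cells plated overnight at 1500 cells/well, then exposed to library compounds with dopamine controls for 90 minutes at 37 degrees C. DiscoveRx reagent added for 30–60 minutes at room temperature; luminescence read, quantitative HTS format.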
# aSyn rescue = alpha-synuclein toxicity inhibition in yeast; hit rate 0.14% among 370,000; Yeast expressing alpha-synuclein, growth rescue, BacTiter-Glo, 24 h; Potency, µM (top dose mostly 46.1 µM), without a hit: top-dose growth rescue (activation), most hits filed as activators; note: potency is the fitted concentration of half-maximal effect; % of control where 0% means no effect; nearly all actives have a fitted effect of over 65% in size
#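 Rescue of yeast growth: cells expressing toxic alpha-synuclein, induced in galactose at OD600 0.02, incubated with compound 24 h at 30 C. ATP luminescence quantified growth; inhibitors of toxicity appear as activators.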
# GLP1R inv ag = GLP-1 receptor (human) inverse agonism | P43220 | HEK293 GLP-1R CRE-luciferase, luminescence, 24 h; GLP-1R form is constitutively active | Potency, µM (highest dose often 38.3 µM), for the others: at the top dose activity change, negative = inhibition, hits mostly inhibitors | hit rate 1.6% among 410,000; note: potency is the fitted concentration of half-maximal effect; % is set by controls: 0 for no effect and ±100 for the full control effect; nearly all actives have a fitted effect of over 55% in size
#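 Cells are plated, allowed 12 hours at 37 deg C, then treated with compounds for 24 hr before luciferase detection reagent is added and luminescence is read after 12 min at room temperature. The HEK293 line carries constitutively active GLP-1R with a cAMP-responsive reporter.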
# Numbers without * were called inactive; i = inactive; ? = inconclusive; . = no result given; [ ] = another dose, or the depositor's remark. Unless noted, calls come from the whole dose curve; as a rule, active = well fitted curve in the direction sought with a large enough effect; inconclusive = small, poorly fitted or top-dose-only effect, or another doubt; inactive = no such curve, though single readings can be large; an effect the other way counts as inactive or inconclusive.
1: CC(C)Nc1nc(Cl)nc(NN(C)c2nc(N(C)C)nc(N(C)C)n2)n1
2: O=C(N/N=C/c1cccc(Oc2ccccc2)c1)c1cc[n+]([O-])cc1
3: O=C(O)c1cccc(Nc2ncnc3c2cnn3-c2ccccc2)c1
4: Cc1ccc2oc(=O)n(CCOc3ccccc3)c2c1
5: O=C1C2C3C=CC(C3)C2C(=O)N1Nc1ccccc1 (stereo not given)
6: O=c1oc2ccccc2c2c1ncn2C1CCCCC1
7: CC(C)(C)OC(=O)CNC(=O)c1nc[nH]c1C(=O)NCC(=O)OC(C)(C)C
8: Cc1nccc(-c2cccc(NC(=O)c3ccccc3Cl)c2)n1
entry no.	1	2	3	4	5	6	7	8
HEK293 tox	8%	-3%	-9%	19%	-3%	1%	-8%	1%
GLP1R ag	2%	13%	-14%	0%	7%	25%	0%	3%
PTHR1 agonist	i	24%	-5%[57.5 µM]	i	i	-4%[57.5 µM]	-7%	-5%
KB-V1 MDR tox	?	-10%	0%	0%	18%	?	-20%	-20%
D3 ag	-1	-6	4	-9	-1	3	-5	-2
TDP43 rescue	-5%	-28%[0.397 µM]	1%	-24%	-2%	-5%	-12%	12%
DRD3 antagonist	-19	-17	70	-7	1	10	-18	0
aSyn rescue	-3%	-1%	1%	-2%	0%	-9%	-2%	-4%
GLP1R inv ag	-27%	-7%	?	-3%	-7%	0%	4%	24%

9: CC(OC(=O)CCCc1nc2ccccc2s1)C(N)=O (stereo not given)
10: O=C(Nc1ccncc1)c1ccc(Cl)c([N+](=O)[O-])c1
11: CC(C)Oc1ccc(C(=O)NCC(=O)O)cc1
12: COc1ccc(N2C(=O)NC(=O)C2=O)cc1
13: CC(C)c1ccc2oc(-c3ccc(Cl)c(NC(=O)Cc4ccccc4)c3)nc2c1
14: COc1cc2c(cc1NC(=O)Nc1ccc(C)cc1)oc1ccccc12
15: Cc1cc(C)n(CCNC(=O)C2CCC(=O)N(Cc3ccc(Cl)cc3)C2)n1 (stereo not given)
16: CC1=C(C(=O)Nc2ccc(F)cc2)C(c2cccc(C)c2)n2nc(CCCO)nc2N1 (stereo not given)
entry no.	9	10	11	12	13	14	15	16
HEK293 tox	-2%	4%	9%	0%	10%	-18%	-12%	1%
GLP1R ag	4%	11%	0%	0%	.	-3%	1%	-1%
PTHR1 agonist	-13%	-5%	-9%	-6%	-19%	-16%	i	-22%
KB-V1 MDR tox	3%	0%	21%	8%	-15%	-13%	?	10%
D3 ag	2	-1	4	-3	-1	-1	-15	-2
TDP43 rescue	4%	14%	-4%	-15%	13%	-3%	8%	5%
DRD3 antagonist	24	1	0	2	.	-2	7	29
aSyn rescue	-2%	2%	-3%	1%	.	-11%	2%	-6%
GLP1R inv ag	6%	32%[activator]	9%	-13%	?	1.8µM*	-10%	13%

17: CCCCNC(=O)C1CCCN1C(=O)NC1CCCCC1 (stereo not given)
18: Cc1cc(C)cc(C(=O)NCC(=O)NCCc2c[nH]c3ccccc23)c1
19: Cc1ccc(S(=O)(=O)N(CC(=O)NCc2ccncc2)Cc2ccccc2F)cc1
20: CC(CC(=O)N1CCc2ccccc21)S(=O)(=O)c1ccc2c(c1)NC(=O)CO2 (stereo not given)
21: CCOC(=O)CNC(=O)c1cc(OC)cc(OC)c1
22: Cc1nnc(NC(=O)CN2C(=O)NC3(CCCC3)C2=O)s1
23: COc1ccc(S(=O)(=O)N(C)C)cc1NC(=O)CCNC(=O)c1ccco1
24: Cc1cc(C)cc(NC(=O)CCc2nc3ccccc3[nH]2)c1
entry no.	17	18	19	20	21	22	23	24
HEK293 tox	-8%	-5%	-1%	-5%	6%	-2%	-10%	-1%
GLP1R ag	-1%	13%	10%	1%	9%	-8%	5%	-2%
PTHR1 agonist	i	-1%	-4%	?	-16%	i	-8%	i
KB-V1 MDR tox	7%	-21%	?	17%	0%	8%	2%	2%
D3 ag	-3	-4	3	6	5	2	3	1
TDP43 rescue	7%	-6%	16%	4%	-22%	27%	7%	10%
DRD3 antagonist	25	-4	15	-8	4	10	13	-16
aSyn rescue	1%	1%	2%	-7%	-3%	-5%	1%	1%
GLP1R inv ag	3%	-26%	5%	-6%	5%	5%	5%	19%

25: CCOC(=O)N1CCC(N(C(=O)Nc2ccc(Cl)c(Cl)c2)C(C)CC)CC1 (stereo not given)
26: Cc1cc(C)c(C(=O)CSc2nc3ccccc3c(=O)[nH]2)cc1C
27: O=C(COc1ccc([N+](=O)[O-])cc1)Nc1ccccc1N1CCCC1
28: CCCc1cc(=O)n2[nH]c(NCc3ccc(Cl)cc3Cl)nc2n1
29: Cn1nnc2c(N3CCN(c4ccccc4Cl)CC3)ncnc21
30: Cc1nc(-c2cc(C#N)c(Sc3ccc(Cl)cc3Cl)nc2C)cs1
31: NC(=O)[C@H]1CC2(CC(c3cccc(NC(=O)COc4ccc(Cl)cc4)c3)=NO2)CN1C(=O)c1ccccc1C(=O)c1ccccc1 (stereo not given in full)
32: O=C(NCCCN1CCCC1)c1ccc(CS(=O)(=O)c2c(Cl)cccc2Cl)o1
entry no.	25	26	27	28	29	30	31	32
HEK293 tox	-9%	-2%[0.307 µM]	2%	-3%	1%	-27%	-7%	6%
GLP1R ag	-10%	-11%	-2%	-4%	.	3%	-5%	-3%
PTHR1 agonist	-89%[inhibitor]	i	-20%	i	i	-11%	1%	-2%
KB-V1 MDR tox	?	-12%	-8%	10%	-20%	-11%	0%	9%
D3 ag	-13	-3	0	-6	-6	14	-1	-7
TDP43 rescue	-9%	-6%	16%	6%	?	13%	6%	-17%
DRD3 antagonist	-27	-4	-12	16	.	4	9	-29
aSyn rescue	-1%	9%	-8%	-1%	.	-1%	-1%	0%
GLP1R inv ag	?	11%[0.307 µM]	?	2%	0%	?	?	16%

33: COc1ccc(OCC(=O)NCCCNC(=O)COc2ccc(OC)cc2)cc1
34: CCn1c(NC(=O)c2ccc(COc3ccc(C)cc3[N+](=O)[O-])o2)nc2ccccc21
35: Cc1ccc(NC(=O)c2cc([N+](=O)[O-])ccc2NCc2cccnc2)cc1
36: O=C(O)c1nccnc1C(=O)Nc1ccc(Cl)cc1Cl
37: N#CCC(=O)N/N=C/c1coc2ccccc2c1=O
38: CSc1nnc2ccc(-c3cccs3)nn12
39: CC(=O)Nc1ccc(Sc2ncccc2C(=O)Nc2ccc(OC(F)(F)F)cc2)cn1
40: O=C(/C=C/c1ccccc1[N+](=O)[O-])NC1CCCC1
entry no.	33	34	35	36	37	38	39	40
HEK293 tox	-27%	-2%	?	5%	10%	-1%	-9%	-2%
GLP1R ag	-2%	2%	19%	-1%	-12%	25%	-27%	2%
PTHR1 agonist	20%	-7%[57.5 µM]	-15%	i	-19%	i	i	i
KB-V1 MDR tox	?	?	0%	5%	17%	?	?	0%
D3 ag	0	37*	0	0	10	13	-2	0
TDP43 rescue	7%	-10%	-15%	4%	?	1%	12%	15%
DRD3 antagonist	12	10	-4	-4	1	5	-21	13
aSyn rescue	0%	-5%	-1%	-3%	-2%	-1%	-8%	1%
GLP1R inv ag	8%	4%	0%	10%	-8%	170%[activator]	-10%	4%

# Looked up one by one from the entries so far (2):
38: CSc1nnc2ccc(-c3cccs3)nn12
11: CC(C)Oc1ccc(C(=O)NCC(=O)O)cc1
entry no.	38	11
HEK293 tox	-1%	9%
GLP1R ag	25%	0%
PTHR1 agonist	i	-9%
KB-V1 MDR tox	?	21%
D3 ag	13	4
TDP43 rescue	1%	-4%
DRD3 antagonist	5	0
aSyn rescue	-1%	-3%
GLP1R inv ag	170%[activator]	9%

# Part of the list above in order of formula weight, low to high.
11: CC(C)Oc1ccc(C(=O)NCC(=O)O)cc1
9: CC(OC(=O)CCCc1nc2ccccc2s1)C(N)=O (stereo not given)
27: O=C(COc1ccc([N+](=O)[O-])cc1)Nc1ccccc1N1CCCC1
entry no.	11	9	27
HEK293 tox	9%	-2%	2%
GLP1R ag	0%	4%	-2%
PTHR1 agonist	-9%	-13%	-20%
KB-V1 MDR tox	21%	3%	-8%
D3 ag	4	2	0
TDP43 rescue	-4%	4%	16%
DRD3 antagonist	0	24	-12
aSyn rescue	-3%	-2%	-8%
GLP1R inv ag	9%	6%	?

# (more compounds)
41: Cc1ccc(C2c3c(oc4ccccc4c3=O)C(=O)N2c2nnc(C(C)C)s2)o1 (stereo not given)
42: Cc1ccsc1/C=N/NC(=O)c1nnn(-c2nonc2N)c1C(C)C
43: Cn1c(CNC(=O)CNC(=O)c2ccc(C(C)(C)C)cc2)cc(=O)n(C)c1=O
44: COc1ccc(C(=O)c2coc3ccc(O)c(CN(C)C)c23)cc1
45: COC(=O)[C@@]12C[C@@H](CC(=O)N3CCCCC3)C(=O)N(Cc3ccccc3)C1=CCC(C)(C)C2
46: CCN(CC)S(=O)(=O)c1ccc(C(=O)C(C#N)c2ccccn2)cc1 (stereo not given)
47: NC(=O)c1ccccc1NC(=O)c1ccc(-c2ccc(Br)cc2)o1
48: CCn1c(C)c(C(=O)O)c2cc(OC)c3ccccc3c21
49: COc1ccc(C(=O)C2CCCN(Cc3cccn3-c3cccnc3)C2)cc1OC (stereo not given)
entry no.	41	42	43	44	45	46	47	48	49
HEK293 tox	5%	1%	4%	2%	-4%	-5%	2%	2%	6%
GLP1R ag	-3%	5%	-2%	-5%	.	5%	.	2%	15%
PTHR1 agonist	i	-5%	-1%	i	i	i	-13%	-2%	i
KB-V1 MDR tox	?	0%	?	-2%	?	0%	7%	2%	-24%
D3 ag	-2	4	3	1	7	-13	3	2	-4
TDP43 rescue	0%	23%	1%	1%	?	-2%	-4%	1%	-21%
DRD3 antagonist	5	24	-5	3	13	-5	.	-4	-7
aSyn rescue	3%	4%	-2%	4%	5%	1%	.	14%	-4%
GLP1R inv ag	14%	?	13%	-33%	?	21%	20%	4%	2%

# Not all compounds are listed, so the mix of outcomes need not match the whole.
